NPY1 pot ag: potentiators or agonists of human neuropeptide Y receptor Y1; activation, % at 3.6 µM; NPY-Y1 expressing cells, potentiator/agonist activation; P25929; hit rate 0.37% among 220,000; in the data active = activation above about 33%, passing the limit was not always enough;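 note: cells stimulated with NPY at EC10 then isoproterenol at EC100; 0% = low agonist plus stimulus and 100% = saturating agonist plus stimulus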
Target sequence (P25929 whole entry, looked up): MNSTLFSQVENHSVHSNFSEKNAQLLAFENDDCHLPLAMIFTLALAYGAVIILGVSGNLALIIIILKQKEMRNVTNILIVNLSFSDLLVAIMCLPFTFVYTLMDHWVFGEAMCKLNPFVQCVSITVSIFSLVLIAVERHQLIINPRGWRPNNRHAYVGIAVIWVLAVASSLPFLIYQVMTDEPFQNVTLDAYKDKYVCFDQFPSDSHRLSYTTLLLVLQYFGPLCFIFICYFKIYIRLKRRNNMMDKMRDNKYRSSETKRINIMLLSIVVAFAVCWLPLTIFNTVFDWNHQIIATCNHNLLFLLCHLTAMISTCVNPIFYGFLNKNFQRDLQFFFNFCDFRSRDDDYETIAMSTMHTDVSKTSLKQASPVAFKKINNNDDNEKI
PPC-1+TRAIL kill: PPC-1 cancer cell killing with TRAIL present. PPC-1 cells + TRAIL, ATPLite viability luminescence. cell killing (% activity), % at 4 µM. hit rate 0.41% among 220,000;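 active = cell killing above 50% in the first pass at 4 µM, then a duplicate retest at 5 µM averaging 50% or more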;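 note: plate controls were cells with TRAIL plus DMSO for no effect and medium-only wells lacking cells for full effect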
EP2 modulator: modulates human prostaglandin E2 receptor EP2 signaling; P43116; EP2-expressing cells, cAMP HTRF FRET, PGE2 co-stimulation; induction, % at 25 µM; hit rate 0.83% among 260,000;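 active = compounds whose cAMP rise, as percent of the full-agonist control response, exceeds 60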;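 note: rat C6 glioma line stably carrying human EP2 under a CMV promoter; the protocol text gives 20 µM as final concentration; 100% = response of wells given 1 µM PGE2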
TRPML3 agonist: activates the human TRPML3 channel | Q8TDD5 | HEK293 TRPML3-YFP, Fluo-8 calcium fluorescence; 100% = the carbachol control signal | activation, % at 3 µM | hit rate 0.29% among 220,000 | AID 1448;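 active = activation above its plate's cutoff, the mean activation of the plate's test wells plus 3 SD, cut at about 12% in these data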;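 note: 0% = DMSO only wells and 100% = carbachol wells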
Target sequence (Q8TDD5 whole entry, looked up): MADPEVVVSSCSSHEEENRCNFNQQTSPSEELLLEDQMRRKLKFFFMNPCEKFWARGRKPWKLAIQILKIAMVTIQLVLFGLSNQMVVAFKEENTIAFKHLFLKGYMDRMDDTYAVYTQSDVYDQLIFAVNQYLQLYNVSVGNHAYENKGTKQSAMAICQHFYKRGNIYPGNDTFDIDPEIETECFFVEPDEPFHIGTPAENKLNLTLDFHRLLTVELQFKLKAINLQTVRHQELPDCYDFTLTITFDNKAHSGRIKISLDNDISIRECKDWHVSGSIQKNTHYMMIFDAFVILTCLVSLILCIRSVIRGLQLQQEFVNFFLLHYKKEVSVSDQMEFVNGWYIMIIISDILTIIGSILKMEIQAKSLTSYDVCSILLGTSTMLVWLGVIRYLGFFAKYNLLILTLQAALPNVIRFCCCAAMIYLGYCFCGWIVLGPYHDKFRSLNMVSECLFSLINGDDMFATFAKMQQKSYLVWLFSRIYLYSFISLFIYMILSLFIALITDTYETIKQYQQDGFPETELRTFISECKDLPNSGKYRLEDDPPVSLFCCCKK
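system = HEK293 cells stably carrying human TRPML3-YFP | doses = one concentration, 3 µM nominal, 0.3% DMSO | timing = dye loading 1 h 37 °C then 30 min ambient, 125 s read | detection = Fluo-8 calcium dye fluorescence, ex 470-495, em 515-575 nm | benchmarks = high control carbachol 87 µM, low control DMSO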
NPY-Y1 antag: blocks the human neuropeptide Y Y1 receptor | P25929 | HEK293-CNG Y1 cells, membrane potential fluorescence; NPY at EC95, then isoproterenol | inhibition, % at 3.6 µM | hit rate 1% among 200,000 | AID 1040;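 active = inhibition above the campaign mean inhibition of all tested compounds plus 3 SD, cut at about 20% in these data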;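 note: 0% = DMSO wells given NPY plus isoproterenol and 100% = isoproterenol alone without NPY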
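material = HEK293 cells with Y1 receptor plus CNG channel | also added = NPY 25 nM then isoproterenol 1 µM plus Ro 20-1724 25 µM | schedule = dye 3 h, compound 60 min room temperature, stimulation 45 min | measured by = membrane potential fluorescence | benchmarks = high control isoproterenol alone, low control NPY with isoproterenol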
TRPN1 ag: agonists of zebrafish TRPN1 channel | HEK293 zebrafish TRPN1-YFP, Fluo-8 calcium fluorescence; 100% = response to 87 µM carbachol | activation, % at 3 µM | hit rate 0.18% among 220,000;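 active = activation above its plate's cutoff, the mean activation of test wells on that plate plus 3 SD, cut at about 19% in these data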;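 note: 0% = DMSO alone and 100% = 87 µM carbachol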
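Material: zebrafish TRPN1-YFP in HEK293 cells; Doses: single test compound dose, 3 µM nominal, 0.3% DMSO; Timing: dye loading 1 h at 37 °C, then 30 min room temperature; Technique: intracellular calcium fluorescence with Fluo-8; Benchmarks: high carbachol 87 µM, low DMSO alone.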
14-3-3 Bad PPI: disrupts binding of bovine 14-3-3 zeta to phospho-Bad peptide | TR-FRET 14-3-3zeta/Dy647-pBad peptide displacement, 1 h | inhibition, % at 21.7 µM | P63103 | hit rate 0.71% among 220,000;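 active = inhibition above about 70%, limit read from the data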;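 note: 0% = full 14-3-3 plus peptide FRET controls and 100% = background without 14-3-3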
CHOP inhibitor: CHOP inhibition in unfolded protein response; AID 2732; hit rate 3.8% among 220,000; CHO-K1 CHOP-promoter luciferase, tunicamycin-induced, 15-18 h; inhibition, % at 10 µM;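 active = compounds that reduced the stress-induced luciferase reporter signal by more than about 70% of percent inhibition, limit read from the data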;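 note: 0% = tunicamycin plus vehicle and 100% = wells without tunicamycin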
PGE2 EP2 inh: inhibitors of human EP2 prostaglandin E2 receptor; C6 glioma cells expressing human EP2, cAMP TR-FRET; cells stimulated with saturating PGE2; inhibition, % at 25 µM; hit rate 0.52% among 260,000;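 active = percent inhibition above 40 after rounding to a whole number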;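 note: rat C6 glioma host cells with rolipram phosphodiesterase inhibitor present; the protocol text gives 20 µM as final concentration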
* marks the source's active call; other numbers are inactive results; x = no result given; & = joins results of further samples; [ ] = remark or other dose.

SMILES	NPY1 pot ag	PPC-1+TRAIL kill	EP2 modulator	TRPML3 agonist	NPY-Y1 antag	TRPN1 ag	14-3-3 Bad PPI	CHOP inhibitor	PGE2 EP2 inh
CCOc1cc(/C=N/NC(=O)COc2ccc(Cl)cc2)ccc1OS(=O)(=O)c1ccccc1	-4	28	-10	1.0	0	2.8	4	81*	7
CCOc1cccc(NC(=O)C(Cc2cccs2)c2nn[nH]n2)c1 (centres undefined)	10	-24	30&-22	0.3	10	0.0	4	31	8&9
CCOc1ccc(/C=C(/NC(=O)c2ccccc2)C(=O)NCCC(=O)O)cc1	-2	-1	28	0.9	8	-3.1	-11	-9	7
CS(=O)(=O)Nc1ccc(S(=O)(=O)N2CCOCC2)cc1	3	20	17	0.4	-12	0.3	-4	8	10
COc1[nH]c(/N=C/c2ccccc2)c(C#N)c1C#N	4	3	4	0.7	3	1.5	16	-4	16
CCO[C@@H]1OC(C(=O)N2CCN(Cc3ccccc3)CC2)=C[C@H](c2ccc(Br)cc2)[C@H]1CCCO	-9	10	-10	0.2	1	2.3	1	-11	11
Cc1csc(SCC(=O)NC(C)c2ccccc2)n1 (centres undefined)	13	19	35	0.1	3	-1.5	-19	13	9
COc1cc(CNc2ccc(C)c(C)c2)cc(OC)c1OC	-13	12	17	-0.3	-3	-0.7	59	x	6
c1ccc2c(c1)Nc1cc3ccccc3cc1S2	-22	10	-28	0.5	x	1.1	-15	-8	10
CC1=NN(Cc2c(C)nn(Cc3ccccc3)c2C)C(C)(C)C1	-12	26	-5	0.9	1	-0.4	-9	-8	4
O=C(N/N=C/c1ccc([N+](=O)[O-])cc1)c1cc(-c2ccc3c(c2)OCO3)n[nH]1	4	-20	-10	0.8	x	1.8	76*	6	5
C=CCNC(=S)Nc1sc2c(c1C#N)CCCC2	5	12	-5	0.2	7	0.6	-7	-22	3
NS(=O)(=O)c1ccc(N=Nc2c(=O)[nH]n3c(=O)c4c([nH]c23)CCCC4)cc1	-3	12	15	-0.2	0	-0.9	-7	-3	6
COc1ccc(S(=O)(=O)N2CCC(C(=O)NCc3cccs3)CC2)cc1	9	3	-17	-0.3	4	-0.6	-7	15	10
O=C(/C=C/c1ccco1)Nc1ccccc1C(=O)O	-4	20	14	0.3	8	0.0	34	-26	4
COc1ccc(-c2nnc(SCC(=O)N(Cc3ccccc3)C(C)(C)C)o2)cc1OC	7	24	18	-0.3	2	0.0	4	57	4
Cc1ccc(NC(=O)c2ccc(OCC3CCCO3)cc2)cc1 (centres undefined)	7	13	29	2.6	1	3.4	-1	-2	11
O=C(/C=C/Nc1ccc([N+](=O)[O-])cc1)c1ccc(Br)cc1	-8	-2	2	1.1	-2	-0.7	25	-19	2
CN(C)C(=O)CSc1nnc(CCN)o1	1	12	4	0.4	-5	-0.2	1	16	7
Cc1nc(N)sc1C(=O)N1N=N1	-7	14	-16	1.2	x	-0.2	-5	1	11
COc1cc(CN2CCC(C(=O)N3CCCC(C)C3)CC2)cc(OC)c1O (centres undefined)	-18	26	11	0.9	4	0.1	44[fluorescence artefact?]	6	10
CCOc1ccc(N/C=C/C(=O)c2ccccc2)c([N+](=O)[O-])c1	-5	73*	14	-0.6	5	-1.0	-6[fluorescence artefact?]	87*	9
NC(=O)c1sc2nc3c(c(-c4ccco4)c2c1N)CCC3	7	-2	14	0.8	-7	-1.4	13	66	10
Cc1ccc(S(=O)(=O)N2CCC(=O)N2)cc1	19	12	27	0.6	-5	2.2	-1	14	10
COCC(=O)N(Cc1cc2cc(OC)ccc2[nH]c1=O)c1ccccc1OC	-4	18	22	0.1	-4	2.5	-7	15	2
COc1ccccc1N1CCN(C(=S)Nc2ccc3nc(N4CCOCC4)cc(C)c3c2)CC1	19	24	-58	0.8	3	0.2	-7	25	4
CNS(=O)(=O)c1ccc(OC)c(-c2nnc3c4ccccc4c(C)nn23)c1	-6	13	16	0.6	6	0.9	92*	-2	-9
O=C(Cc1ccccc1)NC(=S)Nc1cc(C(F)(F)F)ccc1Cl	1	3	-18	3.0	2	6.5	-11	95*	8
C=CCn1c(=O)c(C(=O)Nc2ccccc2C(=O)OCC)c(O)c2ccccc21	-24	14	48	-0.1	-1	-0.4	-12	12	12
CCn1cc(C(=O)N2CCc3ccccc3C2)c(=O)c2cc(S(=O)(=O)N3CCCCC3)ccc21	-34	17	20	-0.2	-4	-0.5	-4	18	8
COc1ccccc1Cc1nc(-c2ccncc2)no1	-6	-8	-30	1.6	-1	1.6	-8	17	4
CCN(CC)S(=O)(=O)c1ccc(NC(=O)CSc2nnc(-c3ccc(F)cc3)o2)cc1	-2	15	-6&-17	0.1	-4	0.5	5	94*	5&10
O=[N+]([O-])c1ccc2nc(-c3ccncc3)[nH]c2c1	9	34	-11	1.8	x	-2.1	3	6	4
COc1ccc(C2CC3(CC(C)(C)NC(=S)N3)Oc3cc(O)cc(C)c32)cc1 (centres undefined)	-11	-18	-7	0.4	3	-1.3	-9[fluorescence artefact?]	17	9
CC1=CC(C)(C)N2C(=O)C3(N=C(N)NC(Nc4ccccc4)=N3)c3cc(C)cc1c32 (centres undefined)	0	17	41	0.4	1	0.6	-18	-6	17
N#Cc1c(-c2ccccc2)nc(SCC(=O)Nc2ccccc2F)[nH]c1=O	-18	25	37	0.0	4	1.1	23[fluorescence artefact?]	-6	20
O=c1c(-c2ccnn2-c2ccc(F)cc2)cnc2n1CCS2	-13	20	-5	0.5	5	-0.7	1	42	16
COCCOC(=O)CSc1ncccc1-c1nc2cc(C)c(C)cc2[nH]1	-1	57*[5 µM]	-46	2.0	2	1.4	4	-27	6
CC(=O)OCc1c(C(F)(F)F)nn(C)c1Oc1cccc(C(F)(F)F)c1	-28	0	47	-0.2	-1	-2.1	0	75*	5
CC1CN(CC(=O)Nc2cc(S(=O)(=O)N3CCCC3)ccc2Cl)CC(C)O1 (centres undefined)	5	5	15	0.6	4	0.8	4	8	5
CCCCc1ccc(NC(=O)OC)cc1	4	0	27	0.5	-5	-1.5	-10	24	25
CCOC(=O)/C(=N\Nc1ccc(Br)cc1)N1CC(C)OC(C)C1 (centres undefined)	3	1	13	-0.1	x	-2.0	-1	27	5
CCOc1ccc(CCn2c(-c3ccco3)nc3ccccc3c2=O)cc1OCC	-2	8	6	0.4	-1	-0.1	-3	10	5
COc1cc(C(=O)Nc2nc(C)cc(C)n2)cc(OC)c1OC	17	-6	3	1.1	x	0.5	5	-13	6
COc1cccc(C(=O)Nc2ccc(S(=O)(=O)Nc3nccc(C)n3)cc2)c1	8	22	33	0.3	4	2.3	-5[fluorescence artefact?]	-5	1
O=C(Cn1cc2c(n1)CCCC2)N1CCc2ccccc21	0	23	7	-0.1	-2	0.0	2	46	3
O=C1OCc2ccc(NC(=O)c3sccc3Cl)cc21	-15	7	-35	-0.6	x	1.6	-5	10	9
COc1ccc(-c2nn(-c3ccccc3)cc2C(=O)n2nnc3ccccc32)cc1	12	11	4	0.3	6	1.1	1	-33	8
COc1ccc(C(=O)NCc2nc3ccccc3[nH]2)cc1OC	1	9	-8	1.2	3	0.6	1	-8	5
CCC(=O)Nc1ccc(OCc2nc3ccccc3s2)cc1	-11	11	-40	2.5	-1	2.9	-2	30	9
CN(C)Cc1ccc(F)cc1Sc1ccc(Cl)cc1Cl	-68	17	62*	-1.1	22*	-1.6	12	55	3
Cn1c(=O)c2c(nc(Sc3nc4ccccc4n3CC(=O)N3CCCCC3)n2C)n(C)c1=O	21	7	4	0.6	-1	-1.0	-2	11	11

An excerpt from above in order of the CHOP inhibitor value, rising.
SMILES	CHOP inhibitor
COc1ccc(-c2nn(-c3ccccc3)cc2C(=O)n2nnc3ccccc32)cc1	-33
COc1cc(C(=O)Nc2nc(C)cc(C)n2)cc(OC)c1OC	-13
CCCCc1ccc(NC(=O)OC)cc1	24

Among those listed so far, 3 contain a cyano group.
SMILES	NPY1 pot ag	PPC-1+TRAIL kill	EP2 modulator	TRPML3 agonist	NPY-Y1 antag	TRPN1 ag	14-3-3 Bad PPI	CHOP inhibitor	PGE2 EP2 inh
COc1[nH]c(/N=C/c2ccccc2)c(C#N)c1C#N	4	3	4	0.7	3	1.5	16	-4	16
C=CCNC(=S)Nc1sc2c(c1C#N)CCCC2	5	12	-5	0.2	7	0.6	-7	-22	3
N#Cc1c(-c2ccccc2)nc(SCC(=O)Nc2ccccc2F)[nH]c1=O	-18	25	37	0.0	4	1.1	23[fluorescence artefact?]	-6	20

Gathered by group, the entries above containing fluorine
SMILES	NPY1 pot ag	PPC-1+TRAIL kill	EP2 modulator	TRPML3 agonist	NPY-Y1 antag	TRPN1 ag	14-3-3 Bad PPI	CHOP inhibitor	PGE2 EP2 inh
O=C(Cc1ccccc1)NC(=S)Nc1cc(C(F)(F)F)ccc1Cl	1	3	-18	3.0	2	6.5	-11	95*	8
CCN(CC)S(=O)(=O)c1ccc(NC(=O)CSc2nnc(-c3ccc(F)cc3)o2)cc1	-2	15	-6&-17	0.1	-4	0.5	5	94*	5&10
N#Cc1c(-c2ccccc2)nc(SCC(=O)Nc2ccccc2F)[nH]c1=O	-18	25	37	0.0	4	1.1	23[fluorescence artefact?]	-6	20
O=c1c(-c2ccnn2-c2ccc(F)cc2)cnc2n1CCS2	-13	20	-5	0.5	5	-0.7	1	42	16
CC(=O)OCc1c(C(F)(F)F)nn(C)c1Oc1cccc(C(F)(F)F)c1	-28	0	47	-0.2	-1	-2.1	0	75*	5
CN(C)Cc1ccc(F)cc1Sc1ccc(Cl)cc1Cl	-68	17	62*	-1.1	22*	-1.6	12	55	3

Bioassay records: PubChem, several laboratories

Not all compounds are listed; rates above refer to the full screens.
